HADH2 inh: blocks human hydroxyacyl-CoA dehydrogenase type II | Q99714 | recombinant HADH2, NADH fluorescence, beta-hydroxybutyryl-CoA | Potency, µM (doses to about 57.1 µM), inactives show top-dose activity change, negative = inhibition, most hits filed as inhibitors | 73,000 tested, 3.4% active; note: potency is the fitted concentration of half-maximal effect; % is set by controls: 0 for no effect and ±100 for the full control effect; nearly all actives have a fitted effect of over 60% in size; many of its hits are not listed in these tables
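Activity measured as NADH fluorescence gain (360/450 nm), taken as the change between first and last reads of a 4-min kinetic run. Conditions: pH 9.0 Tris buffer, 20 nM E. coli-expressed His-tagged enzyme, 1 mM NAD+, 90 uM beta-hydroxybutyryl-CoA; 15-min compound preincubation.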
Casp7 inh: allosteric or competitive inhibitors of human caspase-7; P55210; 75,000 tested, 0.02% active; recombinant caspase-7, Ac-DEVD-AFC fluorescence rate; AID 889; Potency, µM (series often up to 57.5 µM), for the others: at the highest dose activity change, negative = inhibition, most hits filed as inhibitors; active = well fitted inhibition curve with a large enough effect in the main read-out, with a control signal flat, not every such curve was filed as active; inconclusive = small, poorly fitted or top-dose-only effect, or a change in a side signal; note: potency is the fitted concentration of half-maximal effect; % of control where 0% means no effect
BRCT PPI red: disrupts BRCA1 BRCT binding to phosphoprotein, red fluorophore readout. Potency, µM (highest dose often 76.9 µM), inactives show top-dose activity change, negative = inhibition, usual class: inhibitors. 75,000 tested, 0.03% active. AID 892. BRCT-phosphopeptide binding, red fluorescence polarization; note: % is set by controls: 0 for no effect and ±100 for the full control effect
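Rhodamine-labelled pBACH1 10-mer (100 nM) bound to BRCT domain (100 nM) at pH 7.3; compounds incubated 12 min room temperature, polarization read. Free peptide defines full inhibition; unlabelled decapeptide titrated as control.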
USP2a inhib: inhibitors of human ubiquitin-specific protease USP2a. O75604. USP2a enzymatic assay, qHTS inhibition. Potency, µM (doses to about 38.3 µM), for the others: top-dose activity change, negative = inhibition, most hits filed as inhibitors. 60,000 tested, 0.1% active. AID 927;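 note: potency is the fitted concentration of half-maximal effect; nearly all actives have a fitted effect of over 60% in size; plate controls were DMSO for no effect and NEM full inhibition control for full effect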
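USP2 core (20 nM final) was preincubated with compound for 30 min at RT in 20 mM Tris-HCl pH 8.0, 2 mM CaCl2, 2 mM beta-mercaptoethanol; Ub-PLA2 (20 nM) plus NBD C6-HPC (20 uM) then added, fluorescence read after 2.5 h.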
15-hLO inh: blocks human 15-lipoxygenase activity | P16050 | purified 15hLO-1, xylenol orange hydroperoxide absorbance | Potency, µM (highest dose often 57.1 µM), without a hit: at the top dose activity change, negative = inhibition, hits mostly inhibitors | 74,000 tested, 1.4% active; note: potency is the fitted concentration of half-maximal effect; % is set by controls: 0 for no effect and ±100 for the full control effect; nearly all actives have a fitted effect of over 55% in size
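Readout: Fe(III)-xylenol orange absorbance, 573-to-405 nm ratio as reaction progress. Enzyme 40 nM purified human 15hLO-1, substrate 50 uM arachidonic acid, 6 min RT after 15 min compound preincubation; Hepes pH 7.5 buffer with Triton X-100.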
Pol III holo inh: inhibitors of bacterial DNA polymerase III holoenzyme | reconstituted DNA polymerase III holoenzyme replication, biochemical | Potency, µM (top dose mostly 57.1 µM), for inactives: at the top dose activity change, negative = inhibition | 71,000 tested, 0.25% active | AID 603; note: potency is the fitted concentration of half-maximal effect; % is set by controls: 0 for no effect and ±100 for the full control effect
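Reconstituted *E. coli* holoenzyme (0.35 nM Pol III, 1 nM beta, 154 nM SSB, 2 nM primase) was preincubated with compound for 15 min at RT. Synthesis on 1.4 nM ssM13Gori ran 35 min, then was stopped with PicoGreen/EDTA and read as dsDNA fluorescence.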
HEK293 cAMP cs: counter-screen for TSHR agonists: cAMP increase in parental HEK293; Potency, µM (highest dose often 57.1 µM), for inactives: top-dose activation, actives largely listed as activators; parental HEK293 CNG cAMP sensor, membrane potential fluorescence; 73,000 tested, 2.5% active; note: potency is the fitted concentration of half-maximal effect; % of control where 0% means no effect; nearly all actives have a fitted effect of over 55% in size
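Parental HEK 293 cells stably expressing a cAMP-gated CNG channel were loaded with membrane potential dye containing 100 uM RO 20-1724 for 60 min. Compound added for 30 min; depolarization read as fluorescence intensity at 590 nm.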
Caspase-1 inhib: allosteric or competitive inhibitors of human caspase-1; P29466; Caspase-1 enzyme, Ac-WEHD-AFC fluorogenic rate; Potency, µM (top dose mostly 57.5 µM), inactives show at the highest dose activity change, negative = inhibition, usual class: inhibitors; 75,000 tested, 0.03% active; AID 900;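 note: potency is the fitted concentration of half-maximal effect; plate controls were vehicle for no effect and no substrate for full effect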
Tau fil binding: binders of human tau filaments | Potency, µM (doses to about 57.1 µM), for inactives: at the top dose activity change, negative = inhibition | AID 596 | recombinant tau filaments, thioflavin S fluorescence, 15 h; filaments grown with octadecylsulfate alongside compound | 71,000 tested, 2% active;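 note: potency is the fitted concentration of half-maximal effect; % is set by controls: 0 for no effect and ±100 for the full control effect; actives lower thioflavin S fluorescence by blocking filaments or displacing dye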
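Quantitative HTS: thioflavine S signal from ODS-induced tau filaments, excited at 450 nm, emission 510 nm. Conditions: 1 uM tau, 30 uM ODS, 15 h at 37 C, pH 7.4.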
Rhodamine fluor: compound fluoresces in the rhodamine spectral region; Rhodamine-region fluorescence, 547/598 nm, Tris buffer; active compounds read high; max dye-equivalent concentration, M; 59,000 tested, 0.05% active; AID 594; in the data active = max dye-equivalent concentration above about 11 nM; inconclusive = between about 1.1 nM and that limit
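qHTS spectral profiling of compounds without any target or enzyme present, in pH 8.0 Tris buffer; plates were read after a 15-minute room-temperature incubation using the rhodamine-region filter set.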
BRCT PPI green: inhibitors of human BRCA1 BRCT-phosphoprotein interaction (green fluorophore) | P38398 | BRCA1 BRCT-phosphopeptide binding, green fluorescence polarization | Potency, µM (highest dose often 76.9 µM), for the others: at the top dose activity change, negative = inhibition, most hits filed as inhibitors | 75,000 tested, 0.05% active | AID 875;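 note: potency is the fitted concentration of half-maximal effect; plate controls were peptide without protein for full effect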
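Compounds were incubated for 12 min at room temperature with a complex of 100 nM fluorescein-tagged pBACH1 decapeptide and 250 nM His-tagged BRCT protein. Buffer was phosphate pH 7.3 with EDTA, DTT and Tween 20. Disruption of binding lowers the polarization signal.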
An asterisk follows results filed as active; i = inactive; ? = inconclusive; . = not tested or not shown; [ ] = dose if it differs, or a comment. Unless noted, calls come from the whole dose curve; as a rule, active = well fitted curve in the direction sought with a large enough effect; inconclusive = small, poorly fitted or top-dose-only effect, or another doubt; inactive = no such curve, though single readings can be large; an effect the other way counts as inactive or inconclusive. The list is partial (hit frequency here may not be typical).

SMILES	HADH2 inh	Casp7 inh	BRCT PPI red	USP2a inhib	15-hLO inh	Pol III holo inh	HEK293 cAMP cs	Caspase-1 inhib	Tau fil binding	Rhodamine fluor	BRCT PPI green
CCOc1ccccc1-n1c(SCC(=O)N2CCOCC2)nnc1-c1ccccn1	-5%	-1%	-1.1%	5%	13%	-1%	9%	0%	-4%	i	-0.4%
CC(C)CCOc1cccc(OCC(=O)NC2CCS(=O)(=O)C2)c1 (stereo not drawn)	-24%	3%	0.9%	.	3%	-8%	8%	-1%	-3%	i	-1.1%
CCOC(=O)c1ccc2c(c1)nc(SC/C(O)=C(\C#N)c1nc3ccccc3[nH]1)n2CC	-19%	-10%	-3.0%	-9%	-9%	-13%	9%	-7%	24%	i	55%[activator]
O=C(Cn1nc(-c2ccccc2)nc1-c1ccccc1)N1CCOCC1	-10%	2%	1.1%	0%	-4%	0%	12%	1%	1%	i	-0.8%
COC(=O)[C@@]1(Cc2ccccc2)[C@H]2c3cc(C(=O)N(C)C)n(C[C@H](O)CO)c3C[C@H]2CN1C(=O)c1ccccc1	5%	-1%	-1.5%	.	.	12%	21%	-1%	-2%	.	-3.1%
O=C(O)C1CCN(S(=O)(=O)c2ccc(Oc3ccccc3)cc2)CC1	7%	-2%	-2.9%	23%	-2%	-3%	21%	2%	-4%	i	0.5%
Cc1cccc(Nc2nc(N)nc(CN3CCN(Cc4ccc5c(c4)OCO5)CC3)n2)c1	8%	0%	-1.6%	32%[activator]	7%	0%	20%	0%	0%	i	-3.4%
CCOC(=O)Nc1ccc(S(=O)(=O)Nn2cnnc2)cc1	4%	-2%	0.6%	-6%	6%	-1%	0%	-1%	-3%	.	0.2%
COCCSc1ccccc1C(=O)N1CCN(Cc2ccc3c(c2)OCO3)CC1	?	0%	-0.2%	7%	1%	-2%	-8%	-4%	1%	i	0.2%
CN(c1cccc(NC(=O)Nc2cccc(Cl)c2)c1)S(C)(=O)=O	9%	-3%	-0.2%	12%	-8%	-2%	2%	-2%	6%	i	0.4%
COc1ccc(NC(=O)c2ccc(-n3nc(C)c[n+]3[O-])cc2)cc1	-4%	0%	-0.8%	-1%	-1%	-2%	0%	0%	-13%	i	1.2%
Cc1cccc(OCC(O)CN2CCN(C3CCCCC3)CC2)c1 (stereo not drawn)	-10%	-1%	1.7%	0%	3%	2%	?	1%	-4%	i	-0.8%
CC(=O)N1CCN(CCN=CC2=C(O)CC(c3cccs3)CC2=O)CC1 (stereo not drawn)	8%	-3%	0.4%	-4%	1%	-3%	-10%	-1%	0%	.	-1.5%
CCC(C)(C)NC(=O)CN(C(=O)CCC(=O)Nc1cc(C)ccn1)c1ccc2c(c1)OCO2	-11%	2%	1.6%	.	3%	-4%	25%	-1%	-2%	i	-1.3%
Cn1c(COc2ccc(Cl)cc2)nc2ccccc2c1=O	-11%	-7%	0.1%	19%	25µM*	1%	?	-4%	-14%	i	1.5%
CC1(C)C(=O)NC2=C1C(=O)C(=O)c1ccccc12	1%	-13%	-2.1%	.	?	-6%	-2%	?	?	.	-1.7%
COc1cc(CCC(=O)N2CCN(S(=O)(=O)c3ccc(C)c(C)c3)CC2)cc(OC)c1OC	7%	-2%	0.2%	19%	6%	1%	-8%	4%	1%	i	-0.3%
Cn1c(=O)c2c(nc(SCCN3CCOCC3)n2Cc2ccccc2)n(C)c1=O	2%	-1%	-0.2%	4%	7%	-3%	4%	0%	-5%	i	2.1%
O=C(NCc1ccco1)c1ccc(N2CCCC2=O)cc1	-5%	0%	2.0%	-1%	3%	1%	1%	0%	-32%	i	0.0%
COc1cc2c(cc1OC)C(C)N(C(=O)c1cc3ccccc3o1)CC2 (stereo not drawn)	-7%	0%	0.1%	16%	3%	5%	1%	-1%	23%	.	1.5%
COc1ccc(N(C)S(=O)(=O)c2cccc3cccnc23)c(OC)c1	-11%	1%	0.5%	1%	4%	-2%	29%	0%	-6%	i	-1.0%
CC1CN(c2oc(-c3ccco3)nc2S(=O)(=O)c2ccccc2)CC(C)O1 (stereo not drawn)	3%	1%	0.0%	-11%	-19%	2%	27%	3%	8%	i	-2.5%
Cc1ccc(NC(=O)CCC(=O)O)cc1F	-11%	-1%	0.9%	-10%	6%	4%	2%	-2%	7%	i	-1.4%
Cc1n[nH]c(C)c1Cc1ccc(C(=O)O)cc1	13%	1%	0.6%	-1%	5%	-5%	0%	-1%	-3%	i	-5.9%
O=C(Nc1cc2nn(-c3ccccc3)nc2cc1Cl)c1ccco1	32µM*	-3%	1.3%	-8%	3%	-3%	4%	-1%	47%	i	-0.9%
CCCOc1ccc(N2CC(C(=O)NC(C)C)CC2=O)cc1 (stereo not drawn)	6%	0%	1.2%	2%	-4%	-4%	-4%	-6%	-6%	i	0.6%
COc1ccc(N2CCN(C(=O)c3cn(C)c(=O)c4c3c3ccccc3n4C)CC2)cc1	13%	-4%	-0.2%	21%	?	0%	-6%	-4%	-11%	i	-1.4%
COc1ccc(Cl)cc1NC(=O)C1CSC(c2ccncc2)=N1 (stereo not drawn)	-24%	-7%	0.0%	.	?	-7%	13%	-6%	11%	.	1.5%
O=Cc1ccc(C(=O)O)cc1	-1%	0%	1.1%	.	2%	-8%	-15%	-1%	2%	.	-0.4%
O=c1c2ccccc2nc2sc3ccccc3n12	-15%	-2%	-0.5%	16%	0%	-5%	16%	1%	15%	i	1.0%

Whole records as entered above. Order of values: HADH2 inh, Casp7 inh, BRCT PPI red, USP2a inhib, 15-hLO inh, Pol III holo inh, HEK293 cAMP cs, Caspase-1 inhib, Tau fil binding, Rhodamine fluor, BRCT PPI green
`O=Cc1ccc(C(=O)O)cc1` is listed with -1%, 0%, 1.1%, ., 2%, -8%, -15%, -1%, 2%, ., -0.4%
`COc1ccc(N2CCN(C(=O)c3cn(C)c(=O)c4c3c3ccccc3n4C)CC2)cc1` is listed with 13%, -4%, -0.2%, 21%, ?, 0%, -6%, -4%, -11%, i, -1.4%
`CC1CN(c2oc(-c3ccco3)nc2S(=O)(=O)c2ccccc2)CC(C)O1` (stereo not drawn) is listed with 3%, 1%, 0.0%, -11%, -19%, 2%, 27%, 3%, 8%, i, -2.5%

Continued.
SMILES	HADH2 inh	Casp7 inh	BRCT PPI red	USP2a inhib	15-hLO inh	Pol III holo inh	HEK293 cAMP cs	Caspase-1 inhib	Tau fil binding	Rhodamine fluor	BRCT PPI green
COc1ccc(OC)c(S(=O)(=O)N(C)CC(=O)Nc2cc(Cl)ccc2OC)c1	1%	-2%	-1.5%	-9%	-19%	-3%	14%	0%	-10%	i	-3.9%
CN(C(=O)c1ccno1)c1nnc(-c2cccnc2)s1	-3%	0%	-2.8%	-2%	-4%	-4%	-2%	0%	-3%	i	-0.1%
N#CC1=C(N)OC2=C(C(=O)CCC2)C12CCN(C(=O)OCc1ccccc1)CC2	16%	-4%	-1.4%	3%	25µM*	-1%	4%	-3%	-18%	i	2.4%
CCOc1ccc(N2C(=O)CC(Sc3nc(C)cc(C)c3C#N)C2=O)cc1 (stereo not drawn)	12%	1%	0.5%	98%[activator]	0%	-5%	?	-2%	-10%	i	-2.1%
O=C(NCC(c1cccnc1)N1CCN(c2ccc(F)cc2)CC1)c1ccccc1 (stereo not drawn)	10%	-2%	0.4%	11%	2%	0%	6%	-6%	2%	i	-1.2%
Fc1ccccc1CSc1nnc(-c2cccs2)o1	-13%	-1%	-0.1%	.	21%	-5%	?	-1%	-4%	i	0.2%
Cc1n[nH]c(C)c1S(=O)(=O)N(CC(=O)N1CCc2ccccc21)c1ccc(C(C)C)cc1	12%	-13%	0.1%	.	-14%	-1%	10%	-1%	456%	.	0.0%
CCn1ccc(C(=O)Nc2ccc(Cl)cn2)n1	-3%	1%	1.9%	.	4%	-6%	?	-1%	-6%	.	0.0%
c1nc(N2CCC3(CC2)OCCO3)c2c3c(sc2n1)CCCC3	-10%	-2%	1.5%	-6%	-6%	2%	?	-2%	7%	i	2.0%
CCc1[nH]nc2c1C1(CCN(C(=O)c3ccccc3)CC1)C(C#N)=C(N)O2	10%	0%	1.1%	6%	-10%	-1%	0%	3%	-6%	i	0.6%
COc1ccc(OC)c(NC(=O)c2[nH]c(C)c(C(C)=O)c2C)c1	18%	-1%	0.2%	-10%	-7%	-1%	2%	3%	-4%	i	-2.3%

Screening data deposited in PubChem by National Center for Advancing Translational Sciences (NCATS).
